Source: PubChem (National Center for Advancing Translational Sciences (NCATS))
aSyn yeast inh = qHTS of alpha-syn Inhibitors. AID 652106, 2013. Yeast expressing alpha-synuclein, growth rescue, BacTiter-Glo, 24 h. Potency, µM (series often up to 46.1 µM), for the others: top-dose growth rescue (activation), hits mostly activators. actives 0.14% (n = 370,000); also: % of control where 0% means no effect; nearly all actives have a fitted effect of over 65% in size
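Rescue of yeast growth: cells expressing toxic alpha-synuclein, induced in galactose at OD600 0.02, incubated with compound 24 h at 30 C. ATP luminescence quantified growth; inhibitors of toxicity appear as activators.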
EPAC2 ag = qHTS for Agonist of cAMP-regulated guanine nucleotide exchange factor 4 (EPAC2): primary screen; EPAC2 activation, biochemical qHTS; response scale: 100% = 6.5 mM cAMP response; AID 720711, 2013; Potency, µM (titrated, usually from 154 µM), for the others: top-dose activation, most hits filed as activators; Rap guanine nucleotide exchange factor 4 (Homo sapiens), Q8WZA2; actives 0.079% (n = 360,000); also: nearly all actives have a fitted effect of over 50% in size
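Exchange assay: 100 nM EPAC2 with 250 nM Rap1B-BODIPY-GDP and 50 uM GDP. Fluorescence (ex 480/em 540 nm) read every 5 min for 30 min at room temperature. Data normalized to 6.5 mM cAMP as agonist control.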
EPAC1 agonist = qHTS for Agonist of cAMP-regulated guanine nucleotide exchange factor 3 (EPAC1): primary screen; Rap guanine nucleotide exchange factor 3 (Homo sapiens), O95398; EPAC1 agonist qHTS, biochemical assay; response scale: 100% = response to 6.5 mM cAMP; Potency, µM (top dose mostly 154 µM), for inactives: at the highest dose activation, usual class: activators; actives 0.073% (n = 360,000); AID 720707, 2013; also: nearly all actives have a fitted effect of over 60% in size
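Fluorescent GDP-exchange assay: 100 nM EPAC1 with 250 nM Rap1B preloaded with BODIPY-GDP and 50 uM GDP; compounds tested as concentration series, 5 min at room temperature, then read every 5 min for 30 min (ex 480/em 540 nm); normalized to 6.5 mM cAMP.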
PTHR1 agonist = qHTS for PTHR1 Agonists: Primary Screen | Parathyroid hormone/parathyroid hormone-related peptide receptor (Homo sapiens), Q03431 | HEK293 GP2 PTHR1 cells, GloSensor cAMP luminescence, 1 h | Potency, µM (titrated, usually from 115 µM), for inactives: top-dose activation, hits mostly activators | actives 0.075% (n = 410,000); also: nearly all actives have a fitted effect of over 55% in size; some results filed as inactive show a strong effect at the top dose; inactives centre near -15; many of its hits are not listed in these tables
Target sequence (Q03431 whole entry, looked up): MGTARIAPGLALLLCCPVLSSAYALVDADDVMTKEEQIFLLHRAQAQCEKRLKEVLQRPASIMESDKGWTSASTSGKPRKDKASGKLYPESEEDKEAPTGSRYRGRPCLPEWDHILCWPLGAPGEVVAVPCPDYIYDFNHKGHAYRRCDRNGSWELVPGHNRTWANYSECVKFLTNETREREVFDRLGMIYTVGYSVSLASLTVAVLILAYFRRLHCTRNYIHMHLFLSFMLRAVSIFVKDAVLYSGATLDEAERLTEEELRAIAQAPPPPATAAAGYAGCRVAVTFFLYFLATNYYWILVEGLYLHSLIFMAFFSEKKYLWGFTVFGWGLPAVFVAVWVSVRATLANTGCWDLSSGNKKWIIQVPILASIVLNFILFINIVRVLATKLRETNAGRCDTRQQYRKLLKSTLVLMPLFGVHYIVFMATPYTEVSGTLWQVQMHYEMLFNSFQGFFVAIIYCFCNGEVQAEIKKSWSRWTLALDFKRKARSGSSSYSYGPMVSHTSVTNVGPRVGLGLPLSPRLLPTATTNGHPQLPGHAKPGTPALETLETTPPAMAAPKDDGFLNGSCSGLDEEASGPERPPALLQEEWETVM
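HEK-293-derived GP2 cells expressing PTHR1 and a GloSensor cAMP reporter, 3,000/well, plated overnight, given luciferin plus IBMX (each 0.5 mM as added) for 1 h at 37 °C, then compound for 1 h at 37 °C. Luminescence was read after 15 min at room temperature.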
EPAC1 antag = qHTS for Antagonist of cAMP-regulated guanine nucleotide exchange factor 3 (EPAC1): primary screen; Potency, µM (top dose mostly 115 µM), for the others: top-dose activity change, negative = inhibition, hits mostly inhibitors; actives 0.14% (n = 360,000); AID 720709, 2013; Rap guanine nucleotide exchange factor 3 (Homo sapiens), O95398; EPAC1 GEF assay, Rap1b-BODIPY-GDP exchange fluorescence;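 also: plate controls were vehicle for no effect and positive control for full effect; nearly all actives have a fitted effect of over 50% in size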
EPAC2 antagonist = qHTS for Antagonist of cAMP-regulated guanine nucleotide exchange factor 2 (EPAC2): primary screen. Potency, µM (top dose mostly 114 µM), for the others: at the top dose activity, negative = inhibition, hits mostly inhibitors. actives 0.18% (n = 360,000). EPAC2 GEF exchange of Rap1B-BODIPY-GDP, fluorescence. Rap guanine nucleotide exchange factor 4 (Homo sapiens), Q8WZA2; also: % is scaled to controls: 0 for no effect and ±100 for the full control effect; nearly all actives have a fitted effect of over 45% in size; many of its hits are not listed in these tables
TDP43 rescue = qHTS of TDP-43 Inhibitors | TDP-43 expressing yeast growth rescue, BacTiter-Glo, 24 h | Potency, µM (series often up to 46.1 µM), for the others: at the top dose growth rescue (activation), usual class: activators | actives 1.8% (n = 410,000) | AID 652104, 2013; also: % of control where 0% means no effect; nearly all actives have a fitted effect of over 50% in size
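Galactose-induced TDP-43 yeast, OD600=0.02, compound pinned; 24 hr, 30 deg C; BacTiter-Glo luminescence for growth. Inhibitors of TDP-43 toxicity read as activators.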
FUS suppressor = qHTS for Suppressors of FUS Proteinopathy: Primary screen using FUS-linked yeast assay. S. cerevisiae FUS-expressing, growth rescue, OD600, 24 h. actives 0.24% (n = 390,000). Potency, µM (doses to about 76.6 µM), for the others: at the highest dose growth rescue (activation), usual class: activators;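 also: plate controls were DMSO vehicle for no effect and reference control for full effect; nearly all actives have a fitted effect of over 55% in size; some results filed as inactive show a strong effect at the top dose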
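Absorbance at 600 nm, taken 24hr after compound addition, measured rescue of FUS-yeast growth at 30C. Induction used 2% galactose with seeding at OD 0.005. Controls: CP55940 from 92uM final, DMSO only.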
* = called active by the depositor; [ ] = another dose, or the depositor's remark. Calls follow the shape of the dose curve; as a rule, active = well fitted curve in the direction sought with a large enough effect; inconclusive = small, poorly fitted or top-dose-only effect, or another doubt; inactive = no such curve, though single readings can be large; an effect the other way counts as inactive or inconclusive. Potency is read from the fitted curve at half-maximal effect. Only part of the results is shown, so the mix of outcomes need not match the whole.

`O=c1c2ccccc2oc2nc3n(c(=O)c12)CCCS3` gave aSyn yeast inh 2%, EPAC2 ag 4%, EPAC1 agonist 3%, PTHR1 agonist -19%[57.5 µM], EPAC1 antag 8%, EPAC2 antagonist 18%, TDP43 rescue -25% and FUS suppressor -1%.
Screening OC(Cn1nnc2ccccc21)Cn1c(C(F)(F)F)nc2ccccc21 (centres undefined) returned aSyn yeast inh -7%, EPAC2 ag 8%, EPAC1 agonist 9%, PTHR1 agonist -1%[57.5 µM], EPAC1 antag -5%, EPAC2 antagonist 19%, TDP43 rescue -3% and FUS suppressor 2%.
`CCOc1ccccc1N1C(=O)CC(Sc2nccc(C)n2)C1=O` (centres undefined) gave aSyn yeast inh 6%, EPAC2 ag -7%, EPAC1 agonist 0%, PTHR1 agonist 7%, EPAC1 antag 5%, EPAC2 antagonist -15%, TDP43 rescue 11% and FUS suppressor -16%.
`Cc1ccc(N2C(=O)CC(Sc3nccc(C)n3)C2=O)cc1` (centres undefined) gave aSyn yeast inh 7%, EPAC2 ag -3%, EPAC1 agonist -2%, PTHR1 agonist inactive, EPAC1 antag -16%, EPAC2 antagonist 19%, TDP43 rescue 14% and FUS suppressor -9%.
Screening O=C(NNC(=S)Nc1ccc(F)cc1F)c1ccco1 returned aSyn yeast inh -9%, EPAC2 ag 9%, EPAC1 agonist 9%, PTHR1 agonist inactive, EPAC1 antag 14%, EPAC2 antagonist -2%, TDP43 rescue 24% and FUS suppressor -4%.
For CCCCN(C)C(=O)C1CCN(Cc2cccc(OCc3ccccc3)c2)CC1 the results were aSyn yeast inh -5%, EPAC2 ag 11%, EPAC1 agonist 6%, PTHR1 agonist -37%[inhibitor], EPAC1 antag 9%, EPAC2 antagonist -4%, TDP43 rescue 2% and FUS suppressor -24%.
`COc1ccccc1CCNC(=O)CC1C(=O)NCCN1CCCc1ccccc1` (centres undefined) gave aSyn yeast inh -8%, EPAC2 ag -3%, EPAC1 agonist 1%, PTHR1 agonist -18%, EPAC1 antag 8%, EPAC2 antagonist -7%, TDP43 rescue 9% and FUS suppressor 22%.
CCCCOC(=O)CCN1C(=O)/C(=C2\SC(=S)N(CCC(=O)OCCCC)C2=O)SC1=S was read as aSyn yeast inh 0%, EPAC2 ag 0%, EPAC1 agonist -3%, PTHR1 agonist inactive, EPAC1 antag -9%, EPAC2 antagonist -3%, TDP43 rescue -7% and FUS suppressor -23%.
`O=C(Oc1cccc(/C=N/Nc2nc(Nc3ccccc3)nc(N3CCOCC3)n2)c1)c1ccco1` gave aSyn yeast inh 0%, EPAC2 ag 13%, EPAC1 agonist 15%, PTHR1 agonist inactive, EPAC1 antag inconclusive, EPAC2 antagonist -8% and TDP43 rescue 0%.
For CC(=O)C1=C(NC(=O)c2ccc(F)cc2)CC2C1C2(C)C (centres undefined) the results were aSyn yeast inh 1%, EPAC2 ag 9%, EPAC1 agonist 7%, PTHR1 agonist -10%[57.5 µM], EPAC1 antag 1%, EPAC2 antagonist -12%, TDP43 rescue 9% and FUS suppressor 3%.
For COc1ccccc1C(=O)NC1CCN(C(=O)Nc2ccc(C)cc2)CC1 the results were aSyn yeast inh 8%, EPAC2 ag -7%, EPAC1 agonist -3%, PTHR1 agonist inactive, EPAC1 antag 3%, EPAC2 antagonist 0%, TDP43 rescue -8% and FUS suppressor -3%.
For Cc1cc(-c2ccccc2)nc(N2CCC(C(=O)NC34CC5CC(CC(C5)C3)C4)CC2)n1 the results were aSyn yeast inh 0%, EPAC2 ag -7%, EPAC1 agonist 3%, PTHR1 agonist inactive, EPAC1 antag 18%, EPAC2 antagonist -1%, TDP43 rescue -2% and FUS suppressor 9%.
`O=C1CCC([N+](=O)[O-])C(c2cccc([N+](=O)[O-])c2)N1` (centres undefined) gave aSyn yeast inh -5%, EPAC2 ag 10%, EPAC1 agonist -7%, PTHR1 agonist inactive, EPAC1 antag -21%, EPAC2 antagonist -2%, TDP43 rescue -6% and FUS suppressor 13%.
O=C(/C=C/c1ccco1)N(Cc1ccccc1F)C1CCS(=O)(=O)C1 (centres undefined) was read as aSyn yeast inh 3%, EPAC2 ag 7%, EPAC1 agonist 0%, PTHR1 agonist inactive, EPAC1 antag 17%, EPAC2 antagonist 2%, TDP43 rescue 6% and FUS suppressor 27%.
For O=C(CCNC(=O)c1ccc([N+](=O)[O-])cc1)NCCC1=CCCCC1 the results were aSyn yeast inh 0%, EPAC2 ag 15%, EPAC1 agonist 13%, PTHR1 agonist -11%, EPAC1 antag 7%, EPAC2 antagonist 1%, TDP43 rescue -6% and FUS suppressor -5%.
C=CCNc1cc(=O)n(Cc2ccccc2)c(=O)[nH]1 was read as aSyn yeast inh -2%, EPAC2 ag 6%, EPAC1 agonist 2%, PTHR1 agonist inactive, EPAC1 antag -18%, EPAC2 antagonist 5%, TDP43 rescue 2% and FUS suppressor 20%.
For O=C(O)CCCC(=O)Nc1ccc(Cl)cc1 the results were aSyn yeast inh -12%, EPAC2 ag 20%, EPAC1 agonist 5%, PTHR1 agonist inconclusive, EPAC1 antag -7%, EPAC2 antagonist 4%, TDP43 rescue 1%[9.22 µM] and FUS suppressor 10%.
`COc1ccc(OCC(O)CN2CCN(CC(O)COc3ccc(OC)cc3)CC2)cc1` (centres undefined) gave aSyn yeast inh -1%, EPAC2 ag 2%, EPAC1 agonist -1%, PTHR1 agonist -21%, EPAC1 antag 9%, EPAC2 antagonist 4%, TDP43 rescue 24% and FUS suppressor 3%.
Cc1cccc2cc(CN(Cc3nnnn3Cc3ccco3)C3CCCC3)c3nnnn3c12 was read as aSyn yeast inh inconclusive, EPAC2 ag 8%, EPAC1 agonist 7%, PTHR1 agonist inactive, EPAC1 antag -1%, EPAC2 antagonist -5%, TDP43 rescue 7.1µM* and FUS suppressor 43%.
For CN1CCN(C(=O)c2ccc3c(c2)N(Cc2cccc(Cl)c2)C(=O)c2ccccc2S3=O)CC1 (centres undefined) the results were aSyn yeast inh -13%, EPAC2 ag 10%, EPAC1 agonist -19%, PTHR1 agonist -20%, EPAC1 antag -13%, EPAC2 antagonist -15%, TDP43 rescue -1% and FUS suppressor -18%.

Ordered by SMILES length (largest number first): part of the list above.
For Cc1cc(-c2ccccc2)nc(N2CCC(C(=O)NC34CC5CC(CC(C5)C3)C4)CC2)n1 the results were aSyn yeast inh 0%, EPAC2 ag -7%, EPAC1 agonist 3%, PTHR1 agonist inactive, EPAC1 antag 18%, EPAC2 antagonist -1%, TDP43 rescue -2% and FUS suppressor 9%.
`COc1ccc(OCC(O)CN2CCN(CC(O)COc3ccc(OC)cc3)CC2)cc1` (centres undefined) gave aSyn yeast inh -1%, EPAC2 ag 2%, EPAC1 agonist -1%, PTHR1 agonist -21%, EPAC1 antag 9%, EPAC2 antagonist 4%, TDP43 rescue 24% and FUS suppressor 3%.
For O=C(CCNC(=O)c1ccc([N+](=O)[O-])cc1)NCCC1=CCCCC1 the results were aSyn yeast inh 0%, EPAC2 ag 15%, EPAC1 agonist 13%, PTHR1 agonist -11%, EPAC1 antag 7%, EPAC2 antagonist 1%, TDP43 rescue -6% and FUS suppressor -5%.

The list continues.
Screening O=C(Nc1ccccc1)c1ccc2ccccc2n1 returned aSyn yeast inh -5%, EPAC2 ag 8%, EPAC1 agonist 16%, PTHR1 agonist -87%[inhibitor], EPAC1 antag -18%, EPAC2 antagonist -21%, TDP43 rescue 3% and FUS suppressor -7%.
CCCCNC(=O)C(=O)NCC1CCCN1S(=O)(=O)c1cccs1 (centres undefined) was read as aSyn yeast inh -4%, EPAC2 ag -3%, EPAC1 agonist 0%, PTHR1 agonist -22%, EPAC1 antag 3%, EPAC2 antagonist -11%, TDP43 rescue 7% and FUS suppressor 15%.
Screening COc1ccccc1CCNC(=O)COc1cccc2c1OC(C)(C)C2 returned aSyn yeast inh 5%, EPAC2 ag 1%, EPAC1 agonist -4%, PTHR1 agonist inactive, EPAC1 antag -4%, EPAC2 antagonist 0%, TDP43 rescue 22% and FUS suppressor 9%.
For CC1CCCC(C)N1C(=O)Cn1cnc2cc([N+](=O)[O-])ccc2c1=O (centres undefined) the results were aSyn yeast inh 3%, EPAC2 ag 1%, EPAC1 agonist 7%, PTHR1 agonist -6%, EPAC1 antag 0%, EPAC2 antagonist -6%, TDP43 rescue -51%[inhibitor] and FUS suppressor 2%.
O=C(c1ccccc1)N(Cc1ccco1)C1CCS(=O)(=O)C1 (centres undefined) was read as EPAC2 ag -1%, EPAC1 agonist 1%, PTHR1 agonist inactive, EPAC1 antag -1%, EPAC2 antagonist 5%, TDP43 rescue -9% and FUS suppressor -18%.
Cc1ccc(S(=O)(=O)N2CCN(C(=O)CSc3nc(N)cc(=O)[nH]3)CC2)c(C)c1 was read as aSyn yeast inh 4%, EPAC2 ag 3%, EPAC1 agonist 12%, PTHR1 agonist inactive, EPAC1 antag 0%, EPAC2 antagonist -5%, TDP43 rescue -18% and FUS suppressor 42%.
`CC(C)CNC(=O)C1(C)CCCCCN1C(=O)c1cc2ccccc2s1` (centres undefined) gave aSyn yeast inh 1%, EPAC2 ag 3%, EPAC1 agonist -4%, PTHR1 agonist -9%, EPAC1 antag -1%, EPAC2 antagonist 7%, TDP43 rescue 13% and FUS suppressor 5%.
`COc1ccc(C(=O)OCCCOC(=O)c2ccc(OC)cc2OC)c(OC)c1` gave aSyn yeast inh 0%, EPAC2 ag -3%, EPAC1 agonist -7%, PTHR1 agonist inactive, EPAC1 antag 8%, EPAC2 antagonist -1%, TDP43 rescue 25% and FUS suppressor 16%.
`Cc1ccc(Oc2coc3cc(OC(=O)c4cccs4)ccc3c2=O)cc1` gave aSyn yeast inh -7%, EPAC2 ag 4%, EPAC1 agonist 13%, PTHR1 agonist -8%[57.5 µM], EPAC1 antag 0%, EPAC2 antagonist -2%, TDP43 rescue 15% and FUS suppressor inconclusive.
`COc1ccccc1OCC(=O)Nc1nc(C)c(C)s1` gave aSyn yeast inh 2%, EPAC2 ag 3%, EPAC1 agonist 3%, PTHR1 agonist -20%, EPAC1 antag inconclusive, EPAC2 antagonist 2%, TDP43 rescue 13% and FUS suppressor 2%.
